Assay outcomes deposited in PubChem BioAssay by National Center for Advancing Translational Sciences (NCATS).
BLM inh = qHTS Assay for Inhibitors of Bloom's syndrome helicase (BLM); recombinant BLM DNA unwinding, fluorescence dequenching; Potency, µM (top dose mostly 56.1 µM), for the others: at the highest dose activity change, negative = inhibition, hits mostly inhibitors; hit rate 0.2% among 350,000; AID 2528, 2010;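 note: plate controls were vehicle for no effect and no enzyme for full effect; nearly all actives have a fitted effect of over 35% in size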
Target sequence (P54132 whole entry, looked up): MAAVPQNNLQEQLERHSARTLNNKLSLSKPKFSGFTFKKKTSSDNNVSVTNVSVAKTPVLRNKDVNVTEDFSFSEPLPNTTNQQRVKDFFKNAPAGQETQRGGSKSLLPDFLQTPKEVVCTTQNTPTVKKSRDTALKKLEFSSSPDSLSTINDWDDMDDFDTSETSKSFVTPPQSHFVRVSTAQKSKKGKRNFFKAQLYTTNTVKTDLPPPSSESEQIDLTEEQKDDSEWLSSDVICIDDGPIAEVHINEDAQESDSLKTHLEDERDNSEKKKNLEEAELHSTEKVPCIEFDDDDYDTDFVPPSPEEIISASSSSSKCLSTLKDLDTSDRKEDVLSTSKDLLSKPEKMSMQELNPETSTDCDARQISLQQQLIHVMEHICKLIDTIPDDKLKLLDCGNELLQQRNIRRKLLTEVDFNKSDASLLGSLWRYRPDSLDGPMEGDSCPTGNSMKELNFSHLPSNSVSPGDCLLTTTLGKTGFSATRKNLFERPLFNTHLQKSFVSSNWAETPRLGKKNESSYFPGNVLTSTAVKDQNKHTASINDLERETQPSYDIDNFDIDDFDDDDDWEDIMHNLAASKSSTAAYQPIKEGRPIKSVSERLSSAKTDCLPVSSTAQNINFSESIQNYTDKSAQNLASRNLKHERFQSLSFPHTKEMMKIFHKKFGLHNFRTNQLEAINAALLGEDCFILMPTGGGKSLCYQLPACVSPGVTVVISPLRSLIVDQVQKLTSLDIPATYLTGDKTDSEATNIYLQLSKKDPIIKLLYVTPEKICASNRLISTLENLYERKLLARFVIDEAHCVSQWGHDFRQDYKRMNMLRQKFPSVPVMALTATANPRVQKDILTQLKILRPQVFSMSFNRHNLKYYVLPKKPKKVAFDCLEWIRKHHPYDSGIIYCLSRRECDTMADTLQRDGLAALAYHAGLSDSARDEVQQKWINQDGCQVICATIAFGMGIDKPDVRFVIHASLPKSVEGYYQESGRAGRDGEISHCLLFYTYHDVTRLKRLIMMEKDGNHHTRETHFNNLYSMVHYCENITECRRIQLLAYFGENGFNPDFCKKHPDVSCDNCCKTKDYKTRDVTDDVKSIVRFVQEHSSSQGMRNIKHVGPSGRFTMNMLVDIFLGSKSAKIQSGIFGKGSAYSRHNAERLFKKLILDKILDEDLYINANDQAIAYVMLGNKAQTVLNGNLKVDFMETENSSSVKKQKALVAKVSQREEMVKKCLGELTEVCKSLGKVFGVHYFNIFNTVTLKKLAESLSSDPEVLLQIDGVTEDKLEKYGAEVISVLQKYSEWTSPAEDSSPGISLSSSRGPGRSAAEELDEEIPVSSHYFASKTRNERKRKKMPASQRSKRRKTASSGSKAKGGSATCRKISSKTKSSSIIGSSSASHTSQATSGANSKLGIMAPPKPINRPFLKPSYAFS
Apoferritin bind = qHTS Assay for Identification of Novel General Anesthetics; apoferritin/1-aminoanthracene competitive binding, fluorescence; Potency, µM (doses to about 77.5 µM), for inactives: at the top dose activity change, negative = displacement, most hits filed as inhibitors; hit rate 0.074% among 350,000; AID 485281, 2010; note: % is set by controls: 0 for no effect and ±100 for the full control effect; nearly all actives have a fitted effect of over 20% in size
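10 uM apoferritin + 50% sat. 1-AMA, PBS; cpd 10 min RT; Ex380/Em535 endpoint; normalized to free probe vs complex; 4-param Hill fit; propofol titration as pos. ctrl.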
Pol kappa inh = qHTS for Inhibitors of Polymerase Kappa | DNA polymerase kappa (Homo sapiens), Q9UBT6 | purified Pol kappa, fluorescent DNA synthesis assay, 10 min | Potency, µM (top dose mostly 107 µM), for the others: top-dose activity, negative = inhibition, usual class: inhibitors | hit rate 0.53% among 400,000; note: % is set by controls: 0 for no effect and ±100 for the full control effect
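Readout: fluorescence, taken kinetically at 0 and 10 min. Conditions: 10 nM Pol kappa, 15 min RT compound preincubation, 50 nM substrate final. Controls: enzyme-free buffer wells.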
POLB inh = qHTS Assay for Inhibitors of DNA Polymerase Beta; P06746; Pol beta primer extension/strand displacement, fluorescence kinetic; Potency, µM (titrated, usually from 114 µM), for the others: top-dose activity change, negative = inhibition, actives largely listed as inhibitors; hit rate 1.3% among 340,000; AID 485314, 2010; note: % is set by controls: 0 for no effect and ±100 for the full control effect
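Values derive from four-parameter Hill fits of normalized kinetic data: reads at 0 and 10 min following addition of 50 nM substrate to 10 nM Pol beta preincubated 15 min with compound.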
G9a inh = qHTS Assay for Inhibitors of Histone Lysine Methyltransferase G9a; Histone-lysine N-methyltransferase EHMT2 (Homo sapiens), Q96KQ7; G9a H3K9 monomethylation, AlphaScreen, 2 h; Potency, µM (highest dose often 102 µM), without a hit: at the highest dose activity, negative = inhibition, most hits filed as inhibitors; hit rate 8.8% among 350,000; AID 504332, 2011; note: % is set by controls: 0 for no effect and ±100 for the full control effect; nearly all actives have a fitted effect of over 75% in size
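Signal arises when biotinylated H3K9 peptide, once monomethylated, bridges streptavidin donor and antibody-captured acceptor beads. Enzyme at 20 nM was preincubated 15 min with test compounds; peptide 500 nM and SAM 20 uM then reacted for 2 h.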
Pol iota inh = qHTS for Inhibitors of Polymerase Iota. Pol iota fluorescent replication assay, 10 min. AID 588590, 2011. DNA polymerase iota (Homo sapiens), Q9UNA4. hit rate 1% among 390,000. Potency, µM (series often up to 115 µM), without a hit: at the top dose activity, negative = inhibition, hits mostly inhibitors
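Pol iota at 10 nM preincubated 15 min with compounds at room temperature; reaction started with fluorescent substrate, 50 nM final. Fluorescence read kinetically at 0 and 10 min; buffer-only wells as negative control.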
APEX1 inh = qHTS Assay for Inhibitors of the Human Apurinic/apyrimidinic Endonuclease 1 (APE1); DNA repair nuclease/redox regulator APEX1 (Homo sapiens), P27695; Potency, µM (top dose mostly 65.8 µM), inactives show at the highest dose activity change, negative = inhibition, hits mostly inhibitors; recombinant APE1, TAMRA/BHQ-2 abasic DNA cleavage fluorescence; hit rate 0.35% among 350,000;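 note: plate controls were vehicle for no effect and reference inhibitor for full effect; nearly all actives have a fitted effect of over 55% in size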
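Enzyme (0.75 nM final) and test compound are incubated 15 min at room temperature before adding 50 nM quenched THF abasic-site duplex. Cleavage dequenches TAMRA, followed at 525/598 nm over three reads one minute apart.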
Pol eta inh = qHTS for Inhibitors of Polymerase Eta. DNA polymerase eta (Homo sapiens), Q9Y253. recombinant Pol eta, fluorescent DNA replication assay. Potency, µM (titrated, usually from 114 µM), inactives show at the highest dose activity change, negative = inhibition, usual class: inhibitors. hit rate 1.2% among 390,000. AID 588591, 2011; note: % is set by controls: 0 for no effect and ±100 for the full control effect
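Pol eta at 10 nM preincubated with compounds 15 min at room temperature; reaction started with fluorescent substrate (50 nM final) and read kinetically at 0 and 10 min.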
BAZ2B block = qHTS Assay for Inhibitors of BAZ2B. Bromodomain adjacent to zinc finger domain protein 2B (Homo sapiens), Q9UIF8. AlphaScreen BAZ2B-H3K14Ac peptide displacement. hit rate 4.4% among 360,000. Potency, µM (titrated, usually from 114 µM), without a hit: at the highest dose activity change, negative = inhibition, most hits filed as inhibitors; note: % is set by controls: 0 for no effect and ±100 for the full control effect; nearly all actives have a fitted effect of over 60% in size
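AlphaScreen displacement of biotin-H3(5-23)K14Ac peptide (50 nM final) from BAZ2B (50 nM final) in PBS pH 7.4, 0.01% Tween-20; complex preformed 30 min RT, then compounds (top 110 uM) 30 min RT, beads 20 min dark.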
Active calls of the source: *; ? = inconclusive; · = no result given; [ ] = dose if it differs, or a comment. Calls come from the whole dose curve; as a rule, active = well fitted curve in the direction sought with a large enough effect; inconclusive = small, poorly fitted or top-dose-only effect, or another doubt; inactive = no such curve, though single readings can be large; an effect the other way counts as inactive or inconclusive. Potency is the fitted concentration of half-maximal effect. Not all compounds are listed. The share of hits here may be higher or lower than overall.

SMILES	BLM inh	Apoferritin bind	Pol kappa inh	POLB inh	G9a inh	Pol iota inh	APEX1 inh	Pol eta inh	BAZ2B block
CC(/C=C/C1(O)C(C)CC(=O)CC1(C)C)OC1OC(CO)C(O)C(O)C1O (stereo unspecified)	-2%	-2%	?	28µM*	-21%[59 µM]	79µM*	?	32µM*	-10%
CN(C)CCCNc1ccc(-c2nn(C)c(=O)c3ccccc23)cc1[N+](=O)[O-]	0%	-11%	0%	40%	-30%	50%[activator]	-7%	-20%	-31%
CCOc1ccccc1/C=N/NC(=O)c1ccc(Cn2cc([N+](=O)[O-])cn2)o1	-4%	?	-11%	26%	10%[12.7 µM]	7%	-5%	-4%	-6%
COc1cccc(NC(=O)[C@H](Cc2ccccc2)NC(=O)[C@@H]2Cc3ccccc3CN2)c1	-2%	-21%	5%	7%	?	?	28%	-15%	?
CCOC(=O)C1=C(O)c2ccccc2C(=O)/C1=C\c1ccc(C)cc1	-16%	-19%	-2%	-10%	2.5µM*	?	-4%	?	20µM*
CC[C@@]1(c2ccccc2)NC(=O)NC1=O	-3%	-4%	-4%[60.1 µM]	·	·	·	0%	·	·
COc1ccc(-c2nnc(SCC(=O)Nc3c(C)cccc3C)nc2-c2ccc(OC)cc2)cc1	-8%	-18%	-13%	-13%	?	-22%	·	-20%	-14%
O=C(Nc1cc(C(F)(F)F)ccc1N1CCOCC1)c1ccccc1	0%	-20%	-14%	29%	5%[12.7 µM]	7%	-4%	-21%	-2%
CN1C(=O)C(O)(CC(=O)/C=C/c2ccco2)c2cc(Br)ccc21 (stereo unspecified)	-5%	-12%	-67%	12%	35µM*	?	-2%	9%	-28%
COc1ccc(CC(=O)NCC(C)(C)N2CCOCC2)cc1	-1%	-3%	-4%	11%	2%	110%[activator]	73%[activator]	5%	-20%
CC(=O)Nc1ccc(S(=O)(=O)N(C)c2ccc(OCC(=O)OCC(=O)NCc3ccco3)cc2)cc1	-5%	-5%	-9%	1%	8%[12.7 µM]	?	-8%	-16%	?
CC(=O)c1cccc(NC(=O)c2ccc(S(=O)(=O)N3CC(C)OC(C)C3)cc2)c1 (stereo unspecified)	·	·	5%	·	1%[12.7 µM]	-7%	-16%	-2%	-3%
COc1ccccc1CNC(=O)CN(C)S(=O)(=O)c1ccc2c(c1)n(C)c(=O)c(=O)n2C	0%	-10%	1%	39%	1%	29%	22%	-20%	-3%
CCc1ccc(C2=Nn3c(nnc3-c3cccs3)SC2)cc1	-2%	?	-14%	30%	23%[12.7 µM]	16%	12%	?	?
COc1ccc2cc3cc(C(=O)NCCc4ccccc4)sc3nc2c1Cl	-1%	13%	-6%[60.1 µM]	-12%	-2%[59 µM]	6%	·	-4%	-2%
Cc1cc(C)c2c(c1)/C(=N/NS(=O)(=O)c1ccccc1)CCC2	0%	?	0%	-8%	-1%[12.7 µM]	16%	-5%	5%	-6%
CCC(=O)c1ccc(OCC(O)Cn2nnc3ccccc32)cc1 (stereo unspecified)	0%	-7%	-5%	58%	7%	65%[activator]	11%	0%	-3%
O=C(NC1CCCC1)C(c1ccccc1F)N(C(=O)Cc1cccs1)c1ccc2c(c1)OCCO2 (stereo unspecified)	-10%	-2%	9%	-24%	-1%[59 µM]	7%	3%	-16%	-29%
CN(Cc1ccccc1)S(=O)(=O)c1ccc(OCC(=O)Nc2cccc([N+](=O)[O-])c2)cc1	3%	4%	-5%	1%[57.1 µM]	?	4%	10%	-10%	2%
CSc1nc2ccccc2c(=O)n1Cc1ccc(F)cc1	-12%	-18%	-4%	2%	37%	65%[activator]	0%	-18%	7%
Cc1cc(C)n2nc(-c3ccsc3-n3c(C)ccc3C)cc2n1	-9%	-18%	0%	5%	50µM*	6%	-8%	?	-36%
Cc1cc(C(=O)N/N=C/C=C/c2ccc([N+](=O)[O-])cc2)n[nH]1	-4%	-9%	-17%	2%	?	-12%	3%	3%	-13%
CC(C)CCNC(=S)Nc1ccc(Br)cc1	-10%	-10%	-10%	-2%	15%	?	-8%	-7%	5%
Cc1ccc2nc(Cl)c3cc(C(=O)NC4CCC(C)CC4)sc3c2c1 (stereo unspecified)	-4%	-9%	-15%	-1%	10%[59 µM]	21%	·	-16%	-5%
CCCCCn1c(N2CCOCC2)nc2c1c(=O)n(CC(N)=O)c(=O)n2C	2%	-13%	-4%	-3%	?	16%	4%	-15%	98%[activator]

Laid out differently: entries from further up.
Fields – BLM inh | Apoferritin bind | Pol kappa inh | POLB inh | G9a inh | Pol iota inh | APEX1 inh | Pol eta inh | BAZ2B block
CC(/C=C/C1(O)C(C)CC(=O)CC1(C)C)OC1OC(CO)C(O)C(O)C1O (stereo unspecified)
    -2% | -2% | ? | 28µM* | -21%[59 µM] | 79µM* | ? | 32µM* | -10%
CN(C)CCCNc1ccc(-c2nn(C)c(=O)c3ccccc23)cc1[N+](=O)[O-]
    0% | -11% | 0% | 40% | -30% | 50%[activator] | -7% | -20% | -31%
CCOc1ccccc1/C=N/NC(=O)c1ccc(Cn2cc([N+](=O)[O-])cn2)o1
    -4% | ? | -11% | 26% | 10%[12.7 µM] | 7% | -5% | -4% | -6%
COc1cccc(NC(=O)[C@H](Cc2ccccc2)NC(=O)[C@@H]2Cc3ccccc3CN2)c1
    -2% | -21% | 5% | 7% | ? | ? | 28% | -15% | ?
CCOC(=O)C1=C(O)c2ccccc2C(=O)/C1=C\c1ccc(C)cc1
    -16% | -19% | -2% | -10% | 2.5µM* | ? | -4% | ? | 20µM*
CC[C@@]1(c2ccccc2)NC(=O)NC1=O
    -3% | -4% | -4%[60.1 µM] | · | · | · | 0% | · | ·
COc1ccc(-c2nnc(SCC(=O)Nc3c(C)cccc3C)nc2-c2ccc(OC)cc2)cc1
    -8% | -18% | -13% | -13% | ? | -22% | · | -20% | -14%
O=C(Nc1cc(C(F)(F)F)ccc1N1CCOCC1)c1ccccc1
    0% | -20% | -14% | 29% | 5%[12.7 µM] | 7% | -4% | -21% | -2%
CN1C(=O)C(O)(CC(=O)/C=C/c2ccco2)c2cc(Br)ccc21 (stereo unspecified)
    -5% | -12% | -67% | 12% | 35µM* | ? | -2% | 9% | -28%
COc1ccc(CC(=O)NCC(C)(C)N2CCOCC2)cc1
    -1% | -3% | -4% | 11% | 2% | 110%[activator] | 73%[activator] | 5% | -20%

Next part:
SMILES	BLM inh	Apoferritin bind	Pol kappa inh	POLB inh	G9a inh	Pol iota inh	APEX1 inh	Pol eta inh	BAZ2B block
CCCc1cc(C(=O)N2CCCN(C)CC2)cs1	1%	-4%	2%	5%	-3%	36%[activator]	4%	-15%	-3%
O=C(O)CCCCCn1c(SCC(=O)Nc2ccc(F)cc2)nc2ccsc2c1=O	-1%	-4%	-4%	1%	-35%	7%	-3%	-8%	·
COc1ccccc1NC(=O)Cn1nnc(-c2ccccc2NC(=O)c2cc3ccccc3oc2=O)n1	-3%	-6%	-1%	26%	15%[12.7 µM]	3%	11%	-4%	11%
CCN(CCO)c1nc(SC)nc2c1sc1nc(-c3ccco3)c3c(c12)CCC3	10µM*	-19%	?	7.1µM*	?	?	?	-15%	50µM*
CC(=O)SC(C)CC(=O)NCc1ccccc1 (stereo unspecified)	0%	-12%	-3%	18%	20%	-13%	4%	6%	-8%
Cc1cccc(CC2S/C(=N/N=C/c3ccco3)NC2=O)c1 (stereo unspecified)	-6%	-6%	-5%	9%	9%	42%[activator]	-4%	-9%	-5%
COc1ccc(CNC(=O)c2cc3ccccn3n2)c(OC)c1	-1%	-6%	29%	-10%	-2%[59 µM]	-11%	·	-9%	?
CCCCc1nnc(NC(=O)CSc2nc(O)c(Cc3ccccc3)c(=O)[nH]2)s1	2%	-10%	-14%	7%	?	28%	-1%	4%	·
COc1ccc(N(CC(=O)NC2CCCC2)C(=O)CCC(=O)Nc2nc(C)cs2)cc1OC	-10%	-6%	-2%	2%	18%	?	28%	-15%	1%
CCN(C(=O)COC(=O)c1ccc(COc2ccc3c(C)cc(=O)oc3c2)cc1)C1CCS(=O)(=O)C1 (stereo unspecified)	3%	-5%	-6%	-18%	-5%	55%	-6%	-22%	-8%
Cc1cc(Cn2nc(C(=O)NCc3cccc(Br)c3)cc2-c2ccccc2)on1	·	·	-9%	·	-7%[2.33 µM]	?	5%	-17%	3%
CCOC(=O)Nc1sc(C)c(C)c1C(N)=O	4%	-4%	-3%	-7%	40µM*	28%	2%	-3%	11%
COc1cc2c(cc1OC)-c1cc(NCc3ccccn3)nc(=O)n1CC2	0%	5%	-1%	1%	·	2.5µM*	-1%	-5%	28µM*
CC(C)NC(=O)C1CCCN(S(=O)(=O)c2cccc3nonc23)C1 (stereo unspecified)	1%	0%	-10%	-15%	-5%	32%[activator]	60%[activator]	-13%	-4%
CC(=O)Nc1cccc(C(=O)Nc2cccc3ncccc23)c1	-2%	-12%	-10%	33%	45µM*	125%[activator]	6%	5%	1%
CC(C)OC(=O)CSc1nnc(SCc2cccc3ccccc23)s1	-8%	-12%	-12%	?	237%[activator]	?	-3%	-14%	?
C[C@@H]1[C@H](O)C[C@@]23COC(=O)C2=CCC[C@@H]3[C@@]1(C)CC/C(=C/CO)CO	·	·	9%	·	-5%[12.7 µM]	17%	28%	-23%	-1%
COc1ccc(C(=O)CC(=O)C(=O)Nc2cc(C)ccc2C)cc1	-7%	-3%	-3%	2%	-21%	19%	-6%	-20%	-17%
Cc1cc(S(=O)(=O)NC(C)C)ccc1OCC(=O)N1CCOCC1	2%	-9%	-9%	23%	32%	-4%	3%	-13%	-1%
